Screens deposited in PubChem BioAssay by several laboratories.
Anthrax LF prot: blocks Bacillus anthracis lethal factor protease; multiplex microsphere protease cleavage assay, LF; inhibition, % at 10 µM; 360,000 tested, 0.12% active; further: plate controls were buffer without enzyme for full effect and enzyme alone for no effect
Target sequence (P15917 whole entry, looked up): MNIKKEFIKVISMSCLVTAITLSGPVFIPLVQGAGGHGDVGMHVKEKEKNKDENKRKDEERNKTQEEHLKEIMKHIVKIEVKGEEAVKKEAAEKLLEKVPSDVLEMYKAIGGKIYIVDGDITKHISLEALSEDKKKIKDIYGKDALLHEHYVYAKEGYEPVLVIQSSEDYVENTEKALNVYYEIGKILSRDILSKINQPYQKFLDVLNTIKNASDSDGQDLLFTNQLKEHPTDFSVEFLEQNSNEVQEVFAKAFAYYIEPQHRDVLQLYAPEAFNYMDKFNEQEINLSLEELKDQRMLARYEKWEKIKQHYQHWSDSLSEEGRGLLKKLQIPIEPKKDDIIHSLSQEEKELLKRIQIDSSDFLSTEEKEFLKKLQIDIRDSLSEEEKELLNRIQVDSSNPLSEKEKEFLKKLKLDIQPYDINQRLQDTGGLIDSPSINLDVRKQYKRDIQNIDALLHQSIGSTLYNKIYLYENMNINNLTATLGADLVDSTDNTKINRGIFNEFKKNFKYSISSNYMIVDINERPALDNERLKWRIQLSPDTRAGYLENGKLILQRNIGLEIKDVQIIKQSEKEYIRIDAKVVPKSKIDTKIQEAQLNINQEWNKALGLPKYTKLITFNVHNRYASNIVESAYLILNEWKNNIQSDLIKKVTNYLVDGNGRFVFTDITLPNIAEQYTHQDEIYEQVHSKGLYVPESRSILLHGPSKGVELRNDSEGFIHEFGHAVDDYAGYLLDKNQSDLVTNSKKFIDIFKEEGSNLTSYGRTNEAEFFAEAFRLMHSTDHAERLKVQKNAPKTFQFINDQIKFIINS
MazF activator: activators of E. coli MazEF toxin-antitoxin RNase; FAM/BHQ RNA-DNA oligo cleavage fluorescence, 5 h; 350,000 tested, 0.32% active; activation, % at 20 µM; AID 504720; P0AE70; in the data active means activation above about 50%
Target sequence (P0AE70 whole entry, looked up): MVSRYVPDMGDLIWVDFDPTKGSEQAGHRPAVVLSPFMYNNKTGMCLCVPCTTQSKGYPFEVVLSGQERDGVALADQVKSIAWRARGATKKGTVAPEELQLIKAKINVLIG
SARS 3CLpro inh: SARS-CoV 3CLpro protease inhibition. 290,000 tested, 0.14% active. P0C6X7. recombinant SARS-CoV 3CLpro, quenched FRET peptide cleavage. inhibition, % at 6 µM; in the data active means inhibition above about 12%
SSB-PriA inh: K. pneumoniae PriA-SSBct interaction inhibition; AlphaScreen SSBct-PriA binding, biotinylated peptide; inhibition, % at 33 µM; 430,000 tested, 0.6% active; in the data active means inhibition mostly above about 37%, no sharp cut-off; inactive means mostly below about 20%;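 further: plate controls were negative control peptide for no effect and reference peptide for full effect; strong numbers were not always called active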
PrPC surface inh: inhibitors of human cell surface prion protein PrPC. AID 720596. 370,000 tested, 0.43% active. P04156. TR-FRET read-out. inhibition, % at 13.8 µM; in the data active means inhibition above about 24%; further: 0% = median of the test wells and 100% = reference compound wells
VHR inh abs: blocks human VHR1 dual specificity phosphatase | P51452 | recombinant VHR phosphatase, pNPP absorbance | inhibition, % at 13.3 µM | 290,000 tested, 0.52% active; in the data active means inhibition above about 50%; further: some compounds called inactive have numbers as strong as hits
Target sequence (P51452 whole entry, looked up): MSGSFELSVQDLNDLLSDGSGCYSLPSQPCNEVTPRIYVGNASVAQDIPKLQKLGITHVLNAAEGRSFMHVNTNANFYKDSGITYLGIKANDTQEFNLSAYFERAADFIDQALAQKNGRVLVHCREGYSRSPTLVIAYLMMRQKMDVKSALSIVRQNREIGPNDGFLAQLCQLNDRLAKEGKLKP
BoNT A protease: inhibitors of Botulinum neurotoxin A light chain protease; multiplex microsphere protease substrate cleavage, flow cytometry; inhibition, % at 10 µM; 360,000 tested, 0.17% active; further: plate controls were buffer without enzyme for full effect and enzyme alone for no effect
BoNT-F LC inh: inhibitors of Botulinum neurotoxin F light chain protease; Multiplex microsphere protease cleavage assay, flow cytometry; inhibition, % at 10 µM; 360,000 tested, 0.22% active; in the data active means inhibition above about 35%, passing the limit was not always enough; inconclusive means no clear call, values can overlap the other calls; further: plate controls were buffer without enzyme for full effect and enzyme alone for no effect
Rv3671c inh: inhibitors of M. tuberculosis serine protease Rv3671c; inhibition, % at 5.96 µM; P9WHR9; 320,000 tested, 0.048% active; in the data active means inhibition above about 38%;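 further: extracellular domain of Rv3671c used as enzyme; 0% = enzyme with DMSO and 100% = no enzyme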
CCHF vOTU inh: blocks the CCHF virus ovarian tumor domain protease; 370,000 tested, 0.55% active; inhibition, % at 11.5 µM; CCHFV vOTU protease, Pep-AMC fluorescence; AID 651958; in the data active means inhibition above about 30%; further: 0% = vehicle wells with enzyme and 100% = no enzyme wells
* marks the source's active call; other numbers are inactive results; ? = inconclusive; nt = not tested or not shown; & = joins results of further samples. Unless noted, no stated cut-off is given here; in the data, active means inhibition above about 30%; inconclusive means no clear call, values can overlap the other calls; inactive means below that. Not all compounds are listed (hit frequency here may not be typical).

item | Structure | Anthrax LF prot | MazF activator | SARS 3CLpro inh | SSB-PriA inh | PrPC surface inh | VHR inh abs | BoNT A protease | BoNT-F LC inh | Rv3671c inh | CCHF vOTU inh
1 | CCOc1cccc2cc(C(=O)Nc3ccccc3-c3ccccc3)c(=O)oc12 | 1.5 | 14.1 | 3.1 | -8.0 | 0.5 | 1.5 | 0.6 | 3.1 | -17.0 | -12.0
2 | C[C@H](CCC(=O)NCC(=O)O)[C@H]1CC[C@H]2[C@@H]3[C@H](O)C[C@@H]4C[C@H](O)CC[C@]4(C)[C@H]3C[C@H](O)[C@]12C | -10.2&-5.0&-8.7 | -6.3&1.1&-0.1 | -5.0 | -1.0 | 6.8&-3.4&-1.9 | 17.3 | -0.8&-0.2&-3.0 | -11.3&-4.3&-38.3 | 2.7&1.8&1.7 | -7.6&-6.2&6.9
3 | O=C(CSc1nc2scc(-c3ccccc3)c2c(=O)[nH]1)N1CCOCC1 | 2.8 | -1.2 | -3.2 | -11.4 | -2.6 | 10.5 | -0.8 | -11.0 | -0.7 | 2.7
4 | CCOC(=O)CSc1nc2c(sc(=S)n2-c2ccc(CC)cc2)c(=O)[nH]1 | 2.9 | -6.3 | 1.4 | 10.4 | 6.8 | -24.8 | -2.2 | -11.9 | -1.6 | 35.3*
5 | COc1ccc(S(=O)(=O)NCC2CCCN(C(=O)CNC(C)=O)C2)cc1 (centres undefined) | 3.1 | 3.3 | 7.4 | -7.4 | -0.5 | 25.2 | 0.7 | -1.0 | 1.1 | -7.3
6 | Cc1cccc(S(=O)(=O)NC(=O)C2(C)CCN2C(=O)Cc2ccsc2)c1 (centres undefined) | -7.4 | nt | nt | nt | -0.9 | nt | 0.0 | -4.9 | nt | 10.2
7 | O=C(Nc1ccccc1Br)c1cccc2ccccc12 | -7.3 | 0.6 | nt | -11.0 | 2.5 | nt | 0.8 | -9.8 | 8.3 | -1.3
8 | O=c1[nH]cnc2c1nc(NCc1ccccc1)n2C1O[C@@H](CO)[C@H](O)[C@@H]1O (some centres undefined) | -5.5 | 3.7 | -1.3 | -12.1 | -1.3 | -11.8 | -2.3 | ? | 7.2 | 3.2
9 | CCCc1[nH][nH]c(=O)c1C(c1ccc(Cl)cc1)C(C#N)C#N (centres undefined) | -1.5 | -1.4 | 1.3 | 11.8 | 1.8 | 17.9 | -0.8 | -11.0 | -8.7 | 4.9
10 | C#CCOC(=O)CCCC(=O)NCCCCCCCC | -11.5 | -32.6 | -2.5 | -18.8 | -6.9 | 16.0 | -2.4 | -1.5 | -3.4 | -6.7
11 | Cc1ccc(N=Cc2c(O)n(-c3ccc4c(c3)OCO4)c(=O)c3ccccc23)cc1 | -0.7 | -21.5 | -1.8 | -7.7 | -9.9 | 15.2 | 0.0 | -7.0 | -6.1 | 2.4
12 | CC(Sc1nnnn1-c1ccc(O)cc1)C(=O)NNC(=O)c1ccc(F)cc1 (centres undefined) | -8.7 | -0.1 | nt | 0.2 | 1.9 | nt | 0.1 | -5.6 | 0.1 | 19.8
13 | COc1ccc(N(CC(=O)NCc2ccccc2OC)S(=O)(=O)c2ccccc2)cc1 | -3.2 | -24.2 | 2.4 | -2.3 | -0.5 | 3.5 | -4.1 | -13.7 | 1.4 | 8.3
14 | COc1cc2ccccc2cc1C(=O)Nc1ccc(C)cn1 | -3.9 | -6.9 | -1.5 | -0.7 | 0.7 | 22.9 | 1.7 | 3.3 | -15.4 | 14.9
15 | CC1(C)CC(=O)C=C(NC2CCCCC2)C1 | -6.1 | 1.2 | nt | -8.9 | -2.7 | nt | -1.0 | -13.7 | 2.7 | -2.6
16 | Cc1ccc(C)c(S(=O)(=O)N2CCCC2CNC(=O)C(=O)NCCc2ccccc2)c1 (centres undefined) | -2.7 | 0.9 | nt | 2.1 | 9.8 | nt | -7.4 | -24.4 | -1.1 | 3.7
17 | CCC(=O)NS(=O)(=O)c1ccc(N=NN2CCCCC2)cc1 | 2.2 | 5.8 | 3.4 | -5.6 | -0.7 | 4.7 | 1.2 | 12.0 | -10.9 | -5.4
18 | CCCC(c1nnnn1CC(=O)OCC)N(Cc1cc2ccc(C)cc2[nH]c1=O)C1CCCC1 (centres undefined) | -2.1 | 6.2 | -3.2 | -5.6 | 8.4 | 4.8 | 1.9 | 29.4 | -8.8 | 4.2
19 | CCN(CC)S(=O)(=O)c1cccc(NC(=O)COc2ccc(C#N)cc2OC)c1 | 1.5 | -4.7 | 3.6 | -6.1 | 2.1 | -4.5 | 0.1 | -3.8 | -7.7 | -10.6
20 | CN(C1CCCCC1)S(=O)(=O)c1ccc(NC(=S)NC(=O)c2cccs2)cc1 | -1.8 | -10.9 | 9.8 | 5.6 | 8.5 | 28.7 | -0.1 | -2.2 | -39.7 | 5.7
21 | CN(C)c1nc2c(c(=O)[nH]c(=O)n2C)n1Cc1ccccc1Br | ? | 8.6 | -0.8 | -4.3 | 7.2 | 38.4 | ? | ? | -3.4 | 13.2
22 | COC(=O)C1=C(C)N(CC2CCCO2)C(=O)C1 (centres undefined) | ? | 2.3 | 1.7 | -6.6 | -8.9 | 23.2 | ? | ? | 6.9 | -0.6
23 | C=CCNc1cnn(-c2ccc(C)cc2)c(=O)c1Sc1ccc(C)cc1 | -5.7 | 0.0 | 7.0 | -7.7 | 9.2 | 36.1 | -0.4 | 0.1 | -4.7 | 2.7
24 | Cc1sc2ncnc(N3CCC(C(=O)Nc4cc(C(F)(F)F)ccc4OCC(F)(F)F)CC3)c2c1C | -6.2 | -7.7 | nt | 2.2 | -2.9 | nt | -0.1 | -16.6 | nt | -0.1
25 | COC(=O)Nc1nnc(-c2ccccc2Cl)s1 | -8.2 | 14.4 | 3.7 | -1.1 | -4.7 | -16.6 | -0.9 | -4.6 | 2.0 | -3.0
26 | CCN(C(=O)COC(=O)/C=C/c1ccc(OC(F)F)c(OC)c1)C1CCS(=O)(=O)C1 (centres undefined) | -5.0 | 4.2 | nt | -4.8 | -6.3 | nt | -0.4 | -3.6 | 5.3 | -10.7
27 | Cc1cccc(NC(=O)C(=O)NCc2ccc3c(c2)OCO3)c1C | 5.0 | 7.6 | 8.2 | 1.9 | 4.9 | -18.9 | 0.4 | 3.7 | -0.8 | -10.6
28 | CC(=O)N(C)c1ccc(N=Cc2c(O)ccc3ccccc23)cc1 | -8.6 | -17.5 | -10.8 | 7.7 | 0.2 | -15.8 | -0.8 | 21.7 | -9.3 | -11.1
29 | Cc1ccc(CC(NC(=O)c2ccccc2)C(=O)NCC(=O)O)cc1 (centres undefined) | -1.1 | 1.3 | 0.8 | -0.8 | -5.0 | 17.1 | 1.7 | 4.1 | 0.6 | 6.7
30 | CCCCCCCCCCSc1n[nH]c(NC(C)=O)n1 | 3.5 | -16.9 | 1.5 | -0.2 | 0.6 | 27.1 | -0.1 | -1.8 | -3.9 | -16.6
31 | O=C(COC(=O)c1cccnc1Cl)NC1CCCCC1 | 8.5 | 6.9 | nt | 1.8 | 5.8 | nt | 0.2 | 6.7 | 0.4 | -1.0
32 | CC(=O)N1N=C(c2cccc(Br)c2)OC12CCCC2 | 1.2 | 5.4 | -1.6 | -25.1 | 2.8 | 2.7 | -1.2 | -8.0 | 3.4 | 6.7
33 | CC(=O)Nc1sc2c(c1C(=O)N1CCOCC1)CCCCC2 | 4.0 | 0.4 | -5.0 | 11.7 | -4.5 | 6.3 | 1.5 | 21.0 | 3.2 | -5.1
34 | O=C(O)CCC(=O)c1ccc2c(c1)OCCO2 | -1.2 | -0.3 | -3.7 | -1.6 | 5.0 | -7.8 | -0.5 | -11.0 | -8.3 | -2.3
35 | Cn1nnc2cc(NC(=O)N3CCN(c4ccccn4)CC3)ccc21 | -4.6 | 6.1 | -2.2 | 0.6 | 3.4 | -5.8 | -0.4 | 3.2 | 2.7 | -14.4
36 | COCCCNC(=O)c1ccc(N2CCCC2)c(NS(=O)(=O)c2ccc(C)cc2)c1 | 0.6 | -2.0 | -2.8 | -4.1 | -3.6 | 11.3 | -3.1 | -5.9 | 3.6 | 1.0
37 | CCn1c(SCC(=O)Nc2oc(-c3ccccc3)c(-c3ccccc3)c2C#N)nnc1-c1cc(OC)cc(OC)c1 | -4.4 | -7.6 | -0.4 | 2.2 | nt | 20.2 | 0.0 | -0.4 | -10.7 | nt
38 | O=C(CC1OC(=O)c2ccccc21)NCC1COc2ccccc2O1 (centres undefined) | -2.2 | 3.8 | nt | 5.1 | -6.3 | nt | 3.9 | 3.4 | 3.7 | -3.3
39 | O=c1n(-c2ccccc2)c(=O)n2n1CCC2 | nt | 2.4 | -1.1 | -5.8 | 8.7 | 15.4 | nt | nt | 1.0 | 1.9
40 | O=C(O)[C@@H]1Cc2ccccc2N1 | -28.2 | 2.8 | 5.5 | 24.1 | 6.3 | 1.7 | ? | ? | 2.0 | 1.0
41 | COc1ccccc1NC(=O)CCSc1nnc(-c2ccco2)o1 | -5.8 | 7.7 | 1.5 | -4.6 | 3.8 | 9.1 | -1.4 | -7.3 | 4.5 | -7.1
42 | COCCn1c(=N)c(C(=O)NCc2ccco2)cc2c(=O)n3ccccc3nc21 | -2.0 | -22.0 | -0.8 | 9.9 | -44.6 | 10.2 | 0.0 | -7.1 | 1.6 | -43.4
43 | COc1cccc(N2CCN(CC(=O)Nc3ccccc3C(=O)NCc3ccccc3)CC2)c1 | -2.1 | 2.6 | nt | 9.4 | -4.9 | nt | -2.4 | -5.9 | -7.0 | 8.9
44 | CCCCNC(=O)CSc1nc2cc3c(cc2c(=O)n1CCC(=O)NCCc1ccc(OC)c(OC)c1)OCO3 | -2.7 | -11.0 | -1.5 | -19.7 | -1.8 | -19.7 | -0.3 | 1.6 | 5.2 | 1.1
45 | COCCNC(=O)CN(CCc1ccccc1)S(=O)(=O)c1ccc(OC)cc1 | -19.6 | -9.5 | 4.7 | -9.3 | -3.2 | -0.2 | 0.0 | 2.6 | 4.7 | 0.2
46 | CCn1cc(CNCc2ccc(OCC(O)CN(C)Cc3ccccc3)cc2)cn1 (centres undefined) | -10.5 | 5.0 | 2.8 | -0.6 | nt | 42.4 | -0.3 | -8.7 | 2.8 | nt
47 | COc1cccc(-n2c(Cc3cc(=O)[nH]c(=O)[nH]3)nnc2SCC(=O)N2CCCC2)c1 | -4.4 | 0.1 | 4.7 | -2.4 | -3.0 | -9.6 | -0.9 | -1.2 | 0.2 | -1.7
48 | Cn1nc(C(=O)Nc2cccc(S(=O)(=O)N3CCCCC3)c2)c2ccccc2c1=O | nt | -4.1 | nt | -1.2 | -3.3 | nt | nt | nt | nt | 0.6
49 | O=C(O)c1cccc(NC(=S)NC(=O)c2ccncc2)c1 | -2.1 | -4.2 | 0.5 | -20.8 | 7.6 | -0.2 | -1.3 | 3.4 | 0.7 | 13.0
50 | Nc1c(C(=O)Nc2ccc3c(c2)OCCO3)nnn1Cc1cccc(Cl)c1 | -0.2 | nt | nt | -1.0&-1.2 | 23.9 | nt | 0.9 | -10.9 | -5.2 | 4.3

Look-ups from the entries so far:
In MazF activator, COc1cccc(N2CCN(CC(=O)Nc3ccccc3C(=O)NCc3ccccc3)CC2)c1 has 2.6
In PrPC surface inh, COc1cccc(-n2c(Cc3cc(=O)[nH]c(=O)[nH]3)nnc2SCC(=O)N2CCCC2)c1 has -3.0
In SARS 3CLpro inh, COCCn1c(=N)c(C(=O)NCc2ccco2)cc2c(=O)n3ccccc3nc21 has -0.8

Profiles as entered above.
Cc1sc2ncnc(N3CCC(C(=O)Nc4cc(C(F)(F)F)ccc4OCC(F)(F)F)CC3)c2c1C in the list: Anthrax LF prot: -6.2; MazF activator: -7.7; SARS 3CLpro inh: nt; SSB-PriA inh: 2.2; PrPC surface inh: -2.9; VHR inh abs: nt; BoNT A protease: -0.1; BoNT-F LC inh: -16.6; Rv3671c inh: nt; CCHF vOTU inh: -0.1
Cc1ccc(C)c(S(=O)(=O)N2CCCC2CNC(=O)C(=O)NCCc2ccccc2)c1 (centres undefined) in the list: Anthrax LF prot: -2.7; MazF activator: 0.9; SARS 3CLpro inh: nt; SSB-PriA inh: 2.1; PrPC surface inh: 9.8; VHR inh abs: nt; BoNT A protease: -7.4; BoNT-F LC inh: -24.4; Rv3671c inh: -1.1; CCHF vOTU inh: 3.7
